Tau filament bind = qHTS Assay for Tau Filament Binding. Potency, µM (top dose mostly 57.1 µM), for the others: at the top dose activity change, negative = inhibition. recombinant tau filaments, thioflavin S fluorescence, 15 h; filaments grown with octadecylsulfate alongside compound. Microtubule-associated protein tau (Homo sapiens), P10636. actives 2% (n = 71,000);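 further: potency means the concentration at half of the fitted maximal effect; on the % scale 0 is the no-effect control and ±100 the full control effect; actives lower thioflavin S fluorescence by blocking filaments or displacing dye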
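Tau 2 uM in ThS buffer dispensed; compound added; 60 uM ODS added (finals 1 uM tau, 30 uM ODS); 15 h 37 C; fluor ex450/em510.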
ERK AVP block = qHTS Assay for Inhibitors of the ERK Signaling Pathway using a Homogeneous Screening Assay. HEK293-V1b, vasopressin-stimulated pERK AlphaScreen. Potency, µM (series often up to 57.5 µM), for inactives: top-dose activity, negative = inhibition, usual class: inhibitors. actives 0.99% (n = 72,000). AID 995, 2007; further: potency means the concentration at half of the fitted maximal effect; on the % scale 0 is the no-effect control and ±100 the full control effect; nearly all actives have a fitted effect of over 55% in size
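HEK293 cells stably expressing V1b receptor, seeded overnight in 1% FBS, were treated with compounds for 30 min at 37C, then stimulated 5 min with 25 nM vasopressin; phospho-ERK read by AlphaScreen SureFire after lysis.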
Hsp90 Hop PPI = qHTS Assay for Disrupters of an Hsp90 Co-Chaperone Interaction; Hsp90 C-terminal peptide / TPR2A (Hop) interaction, human; AID 595, 2007; AlphaScreen TPR2A-His6 binding biotin-Hsp90 C-terminal peptide; Potency, µM (titrated, usually from 57 µM), inactives show at the top dose activity change, negative = inhibition; actives 0.44% (n = 71,000); active means well fitted curve in either direction with a large enough effect; inconclusive means small, poorly fitted or top-dose-only effect, or another doubt; further: potency means the concentration at half of the fitted maximal effect; on the % scale 0 is the no-effect control and ±100 the full control effect; many of its hits are not listed in these tables
GFP derepression = qHTS Assay for Epigenetic Modulators. mouse C127i GFP locus derepression, cytometry, 30 h. Potency, µM (highest dose often 46.1 µM), for inactives: top-dose GFP derepression (activation). actives 0.09% (n = 68,000). AID 597, 2007; further: % of control where 0% means no effect
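Read-out is the number of GFP-positive cells, scored as fluorescent objects 20 to 120 um wide, reflecting derepression of a silenced CMV-GFP reporter in murine C127i cells after 30 h compound exposure at 37 C.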
Pol III holo inh = qHTS Assay for Inhibitors of DNA Polymerase III Holoenzyme System; reconstituted DNA polymerase III holoenzyme replication, biochemical; Potency, µM (series often up to 57.1 µM), without a hit: top-dose activity change, negative = inhibition; actives 0.25% (n = 71,000); AID 603, 2007; further: potency means the concentration at half of the fitted maximal effect; on the % scale 0 is the no-effect control and ±100 the full control effect
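Reconstituted *E. coli* holoenzyme (0.35 nM Pol III, 1 nM beta, 154 nM SSB, 2 nM primase) was preincubated with compound for 15 min at RT. Synthesis on 1.4 nM ssM13Gori ran 35 min, then was stopped with PicoGreen/EDTA and read as dsDNA fluorescence.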
HADH2 inh = qHTS Assay for Inhibitors of HADH2 (Hydroxyacyl-Coenzyme A Dehydrogenase, Type II); Potency, µM (titrated, usually from 57.1 µM), without a hit: at the highest dose activity change, negative = inhibition, most hits filed as inhibitors; recombinant HADH2, NADH fluorescence, beta-hydroxybutyryl-CoA; 3-hydroxyacyl-CoA dehydrogenase type-2 (Homo sapiens), Q99714; AID 886, 2007; actives 3.4% (n = 73,000); further: potency means the concentration at half of the fitted maximal effect; on the % scale 0 is the no-effect control and ±100 the full control effect; nearly all actives have a fitted effect of over 60% in size; many of its hits are not listed in these tables
Target sequence (Q99714 whole entry, looked up, one chain of several): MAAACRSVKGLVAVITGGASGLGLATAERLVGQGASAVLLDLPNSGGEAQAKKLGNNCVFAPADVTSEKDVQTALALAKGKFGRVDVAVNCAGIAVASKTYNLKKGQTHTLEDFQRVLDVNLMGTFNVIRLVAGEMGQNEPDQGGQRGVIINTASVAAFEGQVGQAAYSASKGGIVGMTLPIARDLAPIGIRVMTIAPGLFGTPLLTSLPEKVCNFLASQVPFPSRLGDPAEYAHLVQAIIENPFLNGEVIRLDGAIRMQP
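Read-out: 360 nm excitation, 450 nm emission, kinetic over 4 min. Conditions: His-tagged human HADH2 20 nM, pH 9.0 Tris with Tween-20, 1 mM NAD+, 90 uM beta-hydroxybutyryl-CoA.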
Luciferase inh = qHTS Assay for Inhibitors of Firefly Luciferase; purified firefly luciferase, luminescence, 8 min; Potency, µM (top dose mostly 57.1 µM), for inactives: at the top dose activity change, negative = inhibition, hits mostly inhibitors; AID 411, 2009; actives 2.2% (n = 72,000); Luciferin 4-monooxygenase (Photinus pyralis), P08659; further: potency means the concentration at half of the fitted maximal effect; on the % scale 0 is the no-effect control and ±100 the full control effect; nearly all actives have a fitted effect of over 40% in size
Target sequence (P08659 whole entry, looked up): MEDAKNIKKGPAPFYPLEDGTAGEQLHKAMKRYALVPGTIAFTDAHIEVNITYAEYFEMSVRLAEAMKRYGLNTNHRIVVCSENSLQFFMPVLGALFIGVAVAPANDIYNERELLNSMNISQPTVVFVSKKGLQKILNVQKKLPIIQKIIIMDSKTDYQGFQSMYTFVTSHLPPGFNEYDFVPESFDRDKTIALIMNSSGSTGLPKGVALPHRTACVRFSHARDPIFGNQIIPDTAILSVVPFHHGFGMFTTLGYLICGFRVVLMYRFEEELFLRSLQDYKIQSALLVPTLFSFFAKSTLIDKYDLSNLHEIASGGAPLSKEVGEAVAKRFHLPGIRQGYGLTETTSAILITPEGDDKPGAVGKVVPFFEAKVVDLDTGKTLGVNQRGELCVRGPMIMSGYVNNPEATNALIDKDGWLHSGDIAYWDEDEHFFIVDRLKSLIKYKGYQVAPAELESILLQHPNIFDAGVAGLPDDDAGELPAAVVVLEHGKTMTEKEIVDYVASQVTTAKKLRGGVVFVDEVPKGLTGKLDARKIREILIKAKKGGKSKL
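Firefly luciferase (PKLight detection mix) with 10 uM ATP in pH 7.2 imidazole buffer (KCl, MgCl2, Tween 20, BSA). Compounds tested across a concentration series (qHTS). Luminescence read after 8 min at ambient temperature.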
HBB splicing = qHTS Assay for Modulators of Hemoglobin Beta Chain Splicing; HBB splicing reporter cell assay, activation; EGFP reporter with mutant IVS2-654 intron; response scale: normalised to 500 nM splice-correcting PNA; Potency, µM (series often up to 46.1 µM), for the others: top-dose activation, usual class: activators; actives 0.06% (n = 65,000); AID 925, 2007; further: potency means the concentration at half of the fitted maximal effect; 0% is about no effect
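Compounds were applied for 2 days to HeLa EGFP-654 cells, 500/well in Optimem with 2% FCS. The reporter's EGFP is disrupted by mis-splicing of beta-globin intron IVS2-654. Readout: summed well GFP fluorescence from 488 nm laser scanning; reference was 500 nM antisense […] 654 PNA.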
ALOX15 inhib = qHTS Assay for Inhibitors of 15-hLO (15-human lipoxygenase) | Polyunsaturated fatty acid lipoxygenase ALOX15 (Homo sapiens), P16050 | purified 15hLO-1, xylenol orange hydroperoxide absorbance | Potency, µM (highest dose often 57.1 µM), for inactives: top-dose activity change, negative = inhibition, usual class: inhibitors | actives 1.4% (n = 74,000) | AID 887, 2007; further: potency means the concentration at half of the fitted maximal effect; on the % scale 0 is the no-effect control and ±100 the full control effect; nearly all actives have a fitted effect of over 55% in size
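40 nM 15hLO-1 + cpd, 15 min RT; start w/ 50 uM AA (final), 6 min RT; stop/detect w/ 200 uM XO + 300 uM Fe(II) in 50 mM H2SO4, 30 min; A573/A405. Buffer 25 mM Hepes pH 7.5, 0.01% Triton X-100. No-enzyme wells as negative control.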
CRE Fsk mod = Cell signaling CRE-BLA (Fsk stim). CHO CRE-bla reporter (cAMP response element driving beta-lactamase), forskolin EC10, beta-lactamase ratio. Potency, µM (top dose mostly 38.2 µM), for inactives: top-dose activity change, negative = inhibition, usual class: activators. actives 2.5% (n = 71,000). AID 662, 2007; active means well fitted activation curve with a large enough effect in the signal ratio, with a control signal flat, not every such curve was filed as active; inconclusive means small, poorly fitted or top-dose-only effect, or effect the other way, or a change in a side signal; the % refers to the signal ratio; further: potency means the concentration at half of the fitted maximal effect; % of control where 0% means no effect
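Modulation of forskolin signalling: compounds in titration series added with EC10 NKH 477 to CHO cells carrying a CRE-driven beta-lactamase reporter, 3 h, 37C. CCF4 FRET ratio (460/530 nm, ex 405 nm) gives %activity and AC50.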
Ub-GFP proteasome = Ubiquitin-GFP Assay; Ubiquitin-GFP reporter cells, proteasome inhibition, GFP fluorescence; response scale: untreated = 0%, 10 µM MG-132 = 100%; Potency, µM (titrated, usually from 45.9 µM), inactives show top-dose activation (GFP accumulation), most hits filed as activators; 67,000 tested, under 10 active; active means well fitted activation curve with a large enough effect, not every such curve was filed as active; inconclusive means small, poorly fitted or top-dose-only effect, or another doubt; inactive means no such curve, though single readings can be large or run the other way; further: potency means the concentration at half of the fitted maximal effect
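Proteasome block read as GFP accumulation: ubiquitin(G76V)-GFP U2OS cells exposed to compound (2.9 nM–46 uM) for 4 hr at 37 C. Normalization used untreated cells as 0% and 10 uM MG-132 as 100%; concentration-response curves fitted.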
* = called active by the depositor; ? = inconclusive; . = not tested or not shown; [ ] = remark or other dose. Unless noted, the call rests on the fitted dose curve; in most records, active means well fitted curve in the direction sought with a large enough effect; inconclusive means small, poorly fitted or top-dose-only effect, or another doubt; inactive means no such curve, though single readings can be large; an effect the other way counts as inactive or inconclusive.

SMILES	Tau filament bind	ERK AVP block	Hsp90 Hop PPI	GFP derepression	Pol III holo inh	HADH2 inh	Luciferase inh	HBB splicing	ALOX15 inhib	CRE Fsk mod	Ub-GFP proteasome
O=c1oc(-c2ccco2)nc2c1cnn2-c1ccccc1	-2.7%	18.0%	-1.8%	0.0%	-13.4%	?	-1.0%	.	4.0%	-10.4%	1.3%
CC(=O)NC1CCC(C(=O)O)(c2ccccc2)C1 (centres undefined)	8.7%	2.1%	-5.4%	3.3%	-0.2%	3.1%	0.2%	-0.4%[57.5 µM]	?	-4.6%	-1.9%
Cc1nc2cc(-c3cccc(F)c3)nn2c(C)c1CCC(=O)N1CCN(c2ccccn2)CC1	35.8%	11.4%	-3.4%[2.3 µM]	.	-2.6%	8.6%	0.7%	-0.7%	3.4%	-1.0%	-9.4%
COc1ccc2oc(=O)c(C(=O)N3CCN(C45CC6CC(CC(C6)C4)C5)CC3)cc2c1	159.9%	4.9%	-3.3%	2.3%	1.9%	-2.4%	2.7%	-0.5%	6.4%	0.8%	2.8%
Cc1cc(C(=O)COC(=O)c2cccs2)c(C)n1-c1c(C)n(C)n(-c2ccccc2)c1=O	1.8%	-12.8%	-3.4%	0.0%	-4.5%	-11.8%	1.4%	-5.0%	7.4%	-3.7%	-6.4%
CCCc1cc(=O)n2[nH]c(SCc3ccccc3)nc2n1	3.8%	58.5%[activator]	?	2.6%	1.2%	12.1%	0.2%	1.0%[57.5 µM]	-2.2%	-13.8%	8.8%
CCOc1ccc(NC(=O)c2oc3ccccc3c2NC(=O)CC)cc1	42.8%	0.1%	-2.9%	2.2%	-1.8%	13.3%	-2.8%	-1.0%	3.2%	9.9%	-0.3%
Nc1nnc(SCc2ccc3c(c2)OCO3)s1	-2.2%	-16.8%	-1.8%	-2.7%	-4.2%	-5.4%	-0.2%	1.0%	-5.3%	-9.9%	-0.4%
Cc1ccc(C)c(Cn2cnc3c(cnn3C(C)(C)C)c2=O)c1	12.6%	2.6%	5.7%	0.0%	-5.1%	2.4%	-3.3%	1.3%	-6.1%	?	-3.7%
CC(=O)N1CCN(c2ccc(NCc3ccc(C)cc3)cc2)CC1	?	-28.0%	-22.2%	-2.9%	-0.6%	6.7%	-0.9%	.	12.6µM*	7.5%	1.3%
CCc1nnc(NC(=O)CSc2nnc(-c3ccoc3C)n2-c2ccccc2)s1	13.9%	-5.6%	-1.2%	0.0%	-4.9%	2.8%	-0.2%	.	-0.1%	?	0.9%
CCOC(=O)c1cc2sccc2n1CC(=O)N1CCc2ccccc21	26.2%	-0.1%	-1.4%	1.9%	2.6%	21.3%	4.0%	.	2.7%	-6.4%	1.3%
Cc1cc(Nc2ccc(F)cc2Cl)n2ncnc2n1	1.7%	-26.0%	-0.7%	-5.0%	2.5%	3.4%	0.6%	-0.6%	1.8%	?	8.9%
CCOC(=O)c1cnc(SCc2nc(N)nc(Nc3ccc(C)cc3)n2)nc1N	65.9%	-18.3%	-9.2%	6.8%	-0.4%	-2.2%	?	-0.9%	-17.2%	?	5.3%
CCn1cc(C(=O)NC2CCc3ccccc32)c(=O)c2ccc(C)nc21 (centres undefined)	4.6%	13.0%	-4.0%	0.0%	-6.4%	-4.2%	2.0%	.	-7.4%	24.4%	0.7%
O=C(Cn1nc(-c2ccccc2)c2ccccc2c1=O)NCC1CCCO1 (centres undefined)	-20.0%	-1.5%	-2.5%	0.0%	-4.9%	8.8%	1.9%	2.2%[57.5 µM]	4.4%	?	3.4%
CCCOc1ccc(N2C(=O)CC(N3CCC(c4nncn4CC)CC3)C2=O)cc1 (centres undefined)	7.5%	2.8%	-2.4%	-2.0%	-5.4%	13.4%	-1.8%	-2.4%	0.7%	-0.5%	2.8%
O=C1c2oc3ccccc3c(=O)c2C(c2cccs2)N1CCCN1CCOCC1 (centres undefined)	-1.1%	2.5%	-5.2%	-2.2%	0.9%	-21.1%	0.5%	1.5%[57.5 µM]	2.3%	-9.5%	0.9%
COc1ccc(C)cc1-n1nnnc1SCc1nc2ccccc2s1	1.9%	20.1%	7.0%	0.0%	-5.6%	-0.3%	-25.4%	0.0%	-12.6%	?	2.6%
O=C(CCCN1C(=O)c2ccccc2C1=O)Nc1nncs1	-5.9%	-4.1%	-4.3%	0.0%	-4.8%	4.0%	1.6%	3.5%[0.369 µM]	3.2%	6.2%	5.1%
Cc1ccc(C(=O)C2CCNCC2)cc1	-2.8%	-18.9%	-0.2%	6.5%	-7.8%	9.7%	-0.6%	-4.2%	2.9%	-2.2%	0.8%
CC(=O)Nc1ccc(C2NC(=O)c3ccccc3O2)cc1 (centres undefined)	-12.9%	-0.5%	-1.0%	-2.6%	-2.8%	-15.7%	2.9%	3.4%	3.3%	?	22.4%
COc1ccccc1C1/C(=C(/O)c2ccc(C)cc2)C(=O)C(=O)N1CC(C)O (centres undefined)	-4.1%	9.1%	-2.0%	0.0%	-5.3%	-1.6%	2.2%	.	33.7%[activator]	1.7%	2.1%
Cc1ccc(/C(O)=C2\C(=O)C(=O)N(CCCN(C)C)C2c2ccccn2)cc1 (centres undefined)	-9.7%	-1.7%	-9.4%	4.7%	-6.6%	-8.4%	2.3%	-1.2%[57.5 µM]	1.0%	11.5%	0.0%
CC1CCCC(C(=O)O)N1C(=O)CCSC(=O)c1ccccc1 (centres undefined)	-2.2%	7.4%	-1.6%	-2.2%	-1.9%	-5.7%	-1.4%	-0.9%[57.5 µM]	-8.2%	-11.7%	0.9%
O=C(NC1CCS(=O)(=O)C1)OC1CCCCC1 (centres undefined)	-3.6%	-4.3%	0.3%	0.0%	0.501µM*	-2.5%	0.3%	.	4.0%	1.0%	-5.2%
O=C(NNS(=O)(=O)c1ccccc1)c1cccnc1	-0.9%[11.4 µM]	-8.1%[11.5 µM]	-3.3%[11 µM]	0.0%[9.22 µM]	-9.4%[11.4 µM]	3.1%[11.4 µM]	2.9%[11.4 µM]	1.9%[9.22 µM]	-4.5%[11.4 µM]	?	-2.9%[9.17 µM]
COc1ccc(S(=O)(=O)N2CCN(c3cccc(C)c3C)CC2)cc1	6.5%	.	11.1%	.	-5.1%	8.5%	1.7%	0.1%	-21.9%	?	6.7%
CCOc1ccc(C(=O)OCC(=O)NCc2ccco2)cc1OCC	-1.0%	-5.5%	-6.0%	2.2%	-2.8%	1.3%	0.7%	-1.9%	-8.0%	9.6%	2.6%
O=C(Nc1ccc2c(c1)ncn2-c1ccccc1)c1ccco1	-4.9%	-14.7%	1.5%	5.1%	-18.1%	?	12.6µM*	-1.8%	-17.4%	22.6%	3.6%
O=c1[nH]c2ccc(S(=O)(=O)Nc3ccc(-c4nnc5n4CCCCC5)cc3)cc2o1	2.8%	3.8%	0.1%	1.9%	0.9%	-15.3%	-1.8%	-0.3%[57.5 µM]	2.9%	-7.3%	-2.8%

Ordered by value in Luciferase inh (rising): 3 of the compounds above.
| Molecule | Tau filament bind | Hsp90 Hop PPI | GFP derepression | Pol III holo inh | HADH2 inh | Luciferase inh | ALOX15 inhib | CRE Fsk mod |
| --- | --- | --- | --- | --- | --- | --- | --- | --- |
| COc1ccc(C)cc1-n1nnnc1SCc1nc2ccccc2s1 | 1.9% | 7.0% | 0.0% | -5.6% | -0.3% | -25.4% | -12.6% | ? |
| CC1CCCC(C(=O)O)N1C(=O)CCSC(=O)c1ccccc1 (centres undefined) | -2.2% | -1.6% | -2.2% | -1.9% | -5.7% | -1.4% | -8.2% | -11.7% |
| Cc1cc(Nc2ccc(F)cc2Cl)n2ncnc2n1 | 1.7% | -0.7% | -5.0% | 2.5% | 3.4% | 0.6% | 1.8% | ? |

Screening data from PubChem.

Some of the compounds tested, so the mix of outcomes need not match the whole.
